# Screens deposited in PubChem BioAssay by The Scripps Research Institute Molecular Screening Center.
# DAGLB inhibitor: diacylglycerol lipase beta (human) inhibition | 340,000 compounds, 0.059% hits | AID 504411 | inhibition, % at 5.17 µM | Q8NCG7 | HEK293T DAGLB membrane lysate, EnzChek fluorogenic substrate; in the data active = inhibition above about 34%;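 also: 0% = enzyme with vehicle and 100% = wells lacking enzyme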
# Target sequence (Q8NCG7 whole entry, looked up): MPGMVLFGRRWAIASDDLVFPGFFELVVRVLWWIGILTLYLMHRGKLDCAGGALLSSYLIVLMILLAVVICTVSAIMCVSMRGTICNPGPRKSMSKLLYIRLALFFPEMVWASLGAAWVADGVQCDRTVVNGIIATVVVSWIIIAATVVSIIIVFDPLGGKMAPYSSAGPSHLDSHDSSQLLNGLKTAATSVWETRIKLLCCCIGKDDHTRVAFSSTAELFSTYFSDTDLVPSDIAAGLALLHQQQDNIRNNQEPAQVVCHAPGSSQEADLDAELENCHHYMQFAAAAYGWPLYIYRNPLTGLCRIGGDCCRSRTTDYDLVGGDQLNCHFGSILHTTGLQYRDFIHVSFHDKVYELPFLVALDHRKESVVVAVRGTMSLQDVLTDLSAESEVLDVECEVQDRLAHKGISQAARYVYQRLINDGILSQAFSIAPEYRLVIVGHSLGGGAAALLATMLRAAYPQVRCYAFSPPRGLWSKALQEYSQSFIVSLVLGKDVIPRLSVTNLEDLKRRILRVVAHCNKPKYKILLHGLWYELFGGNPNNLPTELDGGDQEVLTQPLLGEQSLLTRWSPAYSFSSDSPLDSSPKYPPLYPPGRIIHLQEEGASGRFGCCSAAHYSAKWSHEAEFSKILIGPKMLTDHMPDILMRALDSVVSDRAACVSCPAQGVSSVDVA
# PKA-R2B act: activates the human PKA-R2B holoenzyme complex; P22694+P31323; PKA-R2B holoenzyme dissociation, Cy5-IP20 fluorescence polarization; R2B truncated from residue 108, S112A mutant; 0% DMSO only, 100% 113 µM cGMP; activation, % at 11.4 µM; 340,000 compounds, 0.079% hits; AID 504700;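 active = activation above a cutoff set at the mean over all compounds plus 3 SD, cut at about 18% in these data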;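 also: higher means more holoenzyme dissociation and a rise in polarization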
# Target sequence (P31323 whole entry, looked up, other chains not shown, the tested form may be a part): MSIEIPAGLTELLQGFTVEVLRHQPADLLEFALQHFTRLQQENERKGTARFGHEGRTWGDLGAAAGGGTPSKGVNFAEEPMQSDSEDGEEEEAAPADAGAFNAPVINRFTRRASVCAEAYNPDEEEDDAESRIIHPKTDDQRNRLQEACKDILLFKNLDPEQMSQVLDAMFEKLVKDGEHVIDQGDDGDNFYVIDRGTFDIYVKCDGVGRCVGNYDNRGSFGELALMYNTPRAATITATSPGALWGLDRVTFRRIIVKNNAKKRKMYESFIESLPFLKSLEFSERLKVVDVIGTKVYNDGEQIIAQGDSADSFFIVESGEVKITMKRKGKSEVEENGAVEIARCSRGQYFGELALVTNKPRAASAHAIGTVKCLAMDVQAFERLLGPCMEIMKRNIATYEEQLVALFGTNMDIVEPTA
# Starred values were filed as active, the others as inactive.
SMILES,DAGLB inhibitor,PKA-R2B act
CC(C)C#Cc1ccc2c(c1)O[C@@H](CN(C)C(=O)c1cnccn1)[C@@H](C)CN([C@@H](C)CO)S2(=O)=O,1,1
COc1ccc(S(=O)(=O)N2CCC(C(=O)N[C@@H](C)C(=O)NCc3ccco3)CC2)cc1,-5,-1
C[C@@H]1CN([C@@H](C)CO)C(=O)CCCn2nncc2CO[C@@H]1CN(C)S(=O)(=O)c1ccc(C#N)cc1,-3,-13
Cc1ccc(S(=O)(=O)N=N/C=C2\C=CC=CN2O)cc1,-2,-1
COCCNC(=O)c1ccc(N2CC3CC(C2)c2cccc(=O)n2C3)c(NC(=O)c2ccccc2Br)c1 (centres undefined),2,-5
CC(=O)N1C[C@H]2CON(C)[C@H]2C[C@H]1c1ccc(-c2ccccc2)cc1,-4,0
CC1(C)Cc2cccc(OCC(=O)OCC(=O)Nc3ccc(S(N)(=O)=O)cc3)c2O1,-4,6
CN(C(=O)C(C)(C)C)[C@H]1C[C@H]2c3[nH]c4ccccc4c3CCN2C(=O)[C@H]1CO,-6,-9
Cc1ccc(S(=O)(=O)N2C[C@H]3n4c(=O)ccc(=O)n4C[C@H](OC(=O)NC4CCCC4)[C@@]3(O)C2)cc1,-2,9
C[C@@H]1CN([C@@H](C)CO)C(=O)c2cc(NC(=O)C3CCCCC3)ccc2O[C@@H](C)CCCCO[C@@H]1CN(C)C(=O)CCCN(C)C,3,5
O=C(NCc1ccc(F)cc1)C1CCCN1S(=O)(=O)c1ccc(F)cc1 (centres undefined),-3,1
COc1ccc(CN(C)CCCn2cnc3c(SC)ncnc32)cc1OC,-1,0
Cc1c(NC(=O)c2nn(C(C)C)c(=O)c3ccccc23)c(=O)n(-c2ccccc2)n1C,0,-4
CCn1nnnc1-c1ccc(OC)c(S(=O)(=O)Nc2ccccc2OC)c1,-1,-2
Cc1ccn(CCC(=O)N2CCCC(N3CCN(c4ccccc4C)CC3)C2)n1 (centres undefined),1,-2
C[C@H]1CN([C@@H](C)CO)C(=O)CCCn2cc(nn2)CO[C@@H]1CN(C)S(=O)(=O)c1ccc2c(c1)OCCCO2,0,-5
Cc1cc2c(Nc3ccccc3O)ncnc2s1,1,5
CCOC(=O)C1(c2ccccc2)SC(C(=O)OCC)(c2ccccc2)S1 (centres undefined),-12,-3
C[C@@H]1CN([C@@H](C)CO)C(=O)CCCn2nncc2CO[C@@H]1CN(C)C(=O)Nc1ccccc1C(F)(F)F,0,-13
COc1ccc(COC(=O)CCCN=C2NS(=O)(=O)c3ccccc32)cc1F,-2,0
CCn1c(C)nnc1SCC(=O)Nc1ccc(OC)cc1,-3,-8
NC(CSC(c1ccccc1)(c1ccccc1)c1ccc2c(c1)OCO2)C(=O)O (centres undefined),1,-4
Cc1cc(N2C(=O)C(O)=C(C(=O)c3ccc(C)o3)C2c2cccc(Cl)c2)no1 (centres undefined),7,-9
O=C(O)C1CCN(S(=O)(=O)c2ccc3[nH]ccc3c2)CC1,0,4
CCn1c(=O)c2[nH]c(Cl)nc2n(CC)c1=O,-3,7
CCCCCCn1c(SCC(=O)NC2CCS(=O)(=O)C2)nc2ccccc2c1=O (centres undefined),-3,-10
CCCC1NC(=O)c2cccnc2-n2c1nc1ccc(Br)cc1c2=O (centres undefined),3,2
N#Cc1cnn2c(=O)[nH]cnc12,-2,-4
COc1ccccc1N1CCN(C(=O)c2cc(-c3ccccc3)nc3c2cnn3C(C)C)CC1,0,-2
CCn1ncc(CN2CCC(n3nccc3NC(=O)c3ccccc3Cl)CC2)c1C,0,1
O=C(NNc1ccccc1)OCc1ccccc1,-13,5
Cc1ccc(C(=O)N2CCCc3ccccc32)c(Cl)c1,0,-10
CCc1ccc(CN2CCC(Oc3cc(C(=O)NC4CC4)ccc3OC)CC2)cc1,-5,0
O=C(COc1ccc(F)c(Cl)c1)NC(=O)NC1CCCC1,-3,10
O=C1CCC(C(=O)N2CCN(c3ccccc3)CC2)CN1Cc1ccc(Cl)cc1 (centres undefined),-7,1
CCOC(=O)c1cc(Cl)c2c(ccc3ccccc32)n1,-2,-1
COC(=O)C[C@H]1C[C@@H]2c3cc(NS(=O)(=O)c4ccc(OC)cc4)ccc3O[C@@H]2[C@H](CO)O1,-1,10
O=S(=O)(NN=C(c1ccccc1)c1ccccc1)c1ccccc1,-10,11
CCN(CC)C(=O)C1=C(C)N(Cc2ccccc2)C(=O)C(CC(=O)NCCc2ccccn2)C1 (centres undefined),0,-7
CCc1ccc(NC(=O)c2ccc3c(c2)CCN3S(C)(=O)=O)cc1,-4,-2
Cc1ccccc1OCc1nnc(SC(C)C(=O)O)n1-c1ccccc1 (centres undefined),-7,5
CCN(CC)CCNc1cccc2sc3ccccc3c(=O)c12,1,-8
COCC(C)n1c(SCC(=O)NC2CCCCC2)nc2ccccc2c1=O (centres undefined),-5,9
C[C@H](O)[C@@H]1C(=O)N2CCc3c([nH]c4ccccc34)[C@@H]2C[C@@H]1N(C)S(=O)(=O)c1ccccc1,2,0
Cc1ccc2c(c1)=N/C(=N\c1[nH]c(O)c3ccccc13)N=2,8,5
C[C@@H]1CN([C@H](C)CO)C(=O)CCCn2nncc2CO[C@@H]1CN(C)S(=O)(=O)c1ccccc1F,-1,3
O=C(C[C@H]1C[C@H]2c3cc(NS(=O)(=O)c4ccc(F)cc4)ccc3O[C@H]2[C@H](CO)O1)NCc1cc(F)ccc1F,0,5
COC(=O)C(Cc1c[nH]c2ccccc12)NC(=O)CCNC(=O)c1ccco1 (centres undefined),-4,8
COCCn1c(=S)[nH]c2cc(C(=O)NCc3ccc(F)cc3)ccc2c1=O,1,-5
O=C(Nc1cnns1)Oc1ccccc1,0,-9
CCn1c(SCC(=O)Nc2oc(C)c3c(C)n[nH]c(=O)c23)nnc1-c1ccco1,-8,-2
COc1cccc(S(=O)(=O)N(C)C[C@@H]2OCc3cn(nn3)CCCC(=O)N([C@@H](C)CO)C[C@H]2C)c1,-2,-9
O=C1CC[C@@H](C(=O)N2CSC[C@@H]2C(=O)Nc2ccc(C(F)(F)F)cc2)N1,-1,-1
COc1ccc(CNC(=O)N2[C@H]3CC[C@@H]2C=C(c2ccc(F)cc2OCc2ccccc2)C3)cc1OC,-1,-3
O=C(OCc1ccccc1)N1CCC2CC1c1ccc(N3CCOCC3)cc12 (centres undefined),-3,-5
COc1cccc(NC(=O)c2cnc(NS(=O)(=O)c3ccccc3)nc2)c1,1,-9
C[C@@H]1CN([C@@H](C)CO)S(=O)(=O)c2ccc(C#Cc3cccc(F)c3)cc2O[C@@H]1CN(C)CC1CC1,-2,3
COc1ccc(-c2ccc3c(c2)S(=O)(=O)c2cccc(C(=O)N4CCN(c5ccccn5)CC4)c2C3=O)cc1OC,6,3
Cn1nnnc1SCCNC(=O)C1CCC(=O)N(Cc2cccc(C(F)(F)F)c2)C1 (centres undefined),0,2
COc1ccc(CN2C(=O)C(CC(=O)NCCN3CCOCC3)CC(C(=O)N(C(C)C)C(C)C)=C2C)cc1 (centres undefined),5,-6
# Other results follow:
SMILES,DAGLB inhibitor,PKA-R2B act
CCCCc1c(O)nc(SCC(=O)N2CCOCC2)n(-c2ccc(C)cc2)c1=O,0,9
CNC[C@@H]1OCc2ccccc2-c2ccccc2C(=O)N([C@H](C)CO)C[C@@H]1C,-4,2
N#CCCN(Cc1ccccc1)C(=O)CCC(=O)c1ccc(F)cc1,2,3
CCCCCCN1C[C@H](n2cc(COC(=O)c3ccccc3)nn2)[C@@H](O)C[C@@H]1c1ccc(Cl)cc1,-2,-10
CC(=Cc1ccccc1)C(=O)c1ccccc1,-8,-12
O=C(NCc1ccccc1)c1ccc(S(=O)(=O)N2CCCCCC2)cc1,-3,-7
CCOc1ccc(OCCC(=O)Nc2ccc(N3CCOCC3)cc2N2CCOCC2)cc1,-2,-4
Cc1ccc(NC(=O)c2sc3ncn(CC(=O)N4CCN(c5ccccn5)CC4)c(=O)c3c2C)cc1,-3,-13
CC1=C(C(=O)N2CCOCC2)CC(CC(=O)NCc2cccc3ccccc23)C(=O)N1CCC1=CCCCC1 (centres undefined),-1,5
O=C1OCC/C1=C\NCCCCCCCCN/C=C1\CCOC1=O,0,-2
Cc1ncc([N+](=O)[O-])n1CC(=O)Nc1ccccc1Cl,1,4
Nc1cc(=O)[nH]c(SCc2ccccc2)n1,1,0
Cn1nc(C(=O)NCC(=O)Nc2ccc(F)c(F)c2)ccc1=O,0,3
Cc1cc(C(=O)COC(=O)c2ccc(NC(=O)CC#N)cc2)c(C)n1CC(F)(F)F,-2,-6
Cc1ccc(S(=O)(=O)N2C[C@H]3[C@H]4C(=O)N(c5ccccc5)C(=O)[C@H]4C[C@H](OC(=O)Nc4c(C)noc4C)[C@@]3(O)C2)cc1,0,3
CSc1ccccc1C(=O)N1CCc2ccc(NC(=O)c3ccccn3)cc2C1,-4,-10
COc1ccc(S(=O)(=O)N2CCCC(C(=O)NCc3cccnc3)C2)cc1C (centres undefined),1,1
CC1=C(C(=O)N(C)C)CC(CC(=O)NC2CCCCC2)C(=O)N1Cc1ccccc1 (centres undefined),-1,-8
C[C@@H]1ON(C)[C@H]2C[C@H]3c4[nH]c5ccc(-c6ccc7c(c6)OCO7)cc5c4CCN3C[C@@H]12,2,-4
O=C(O)c1c(-c2ccccc2)cnc2ccccc12,1,7
COc1ccc(NC(=O)CNc2ccc(OC)c(S(=O)(=O)N3CCOCC3)c2)cc1,-3,7
Nc1nc(N)c2c(n1)CN(Cc1ccc(Cl)cc1)C2,3,-5
O=C(NCc1ccco1)c1ccc(CS(=O)c2ccccc2Cl)o1 (centres undefined),3,-13
O=C(C1CCCCC1)N1C[C@@H](O)[C@H](n2cc(-c3ccc(F)cc3)nn2)C[C@@H]1c1ccccc1,-2,6
C[C@H](NC(=O)c1ncn2c1C(=O)NC[C@@H]2C)C(=O)OC(C)(C)C,4,6
COc1ccc(-c2ccc(CN3C(C(C)C)C(=O)N(Cc4cn(Cc5ccco5)nn4)CCS3(=O)=O)cc2)cc1OC (centres undefined),-3,-5
Cn1ncc([N+](=O)[O-])c1C(=O)Nc1ccccc1C#N,2,-12
O=C(C[C@H]1C(=O)N(Cc2ccccc2)C[C@@H]1c1ccc(Br)cc1)Nc1ccc(Br)cc1,-2,-3
COc1cc2c(cc1NC(=O)c1ccccc1-c1ccccc1C(=O)O)-c1ccccc1C2,7,7
Cc1cn([C@H]2C[C@H](O)[C@@H](CNC=O)O2)c(=O)[nH]c1=O,-2,2
CC1CN(C(=O)COC(=O)c2ccc3ccccc3c2)CC(C)O1 (centres undefined),0,2
CCCCCCn1c(=O)n2n(c1=O)[C@@H]1CN(S(=O)(=O)c3ccc(C)cc3)C[C@]1(O)[C@@H](OC(=O)NCC1CCCCC1)C2,4,-5
C[C@H](CO)N1C[C@H](C)[C@@H](CN(C)Cc2ccc3c(c2)OCCN3C)OCc2cnnn2CCCC1=O,1,2
Cc1ccnn1CCC(=O)N1CCCC(Nc2ccc(C(C)C)cc2)C1 (centres undefined),-2,-2
CCCCCCN1C[C@H](n2cc(C3CC3)nn2)[C@@H](O)C[C@@H]1c1ccc(OC)cc1,-3,-4
Cc1cc(C)c(C)c(S(=O)(=O)N2CCC(C(=O)NCc3cccs3)CC2)c1C,-3,1
Cc1ncc(C)c2c([N+](=O)[O-])cccc12,-1,-1
O=C(CCCN1CCN(c2ccccc2)CC1)c1ccc(F)cc1,0,5
COc1ccc(-c2cc(C(=O)N3CCCCCC3)c3ccccc3n2)cc1OC,-4,-3
CCCCCCN1C[C@@H](n2cc(COC(=O)c3ccccc3)nn2)[C@H](O)C[C@@H]1c1ccc(OC)cc1,-5,-10
COC(=O)Cn1ccnc1[N+](=O)[O-],0,4
CC(=O)N1CCOc2ccc(S(=O)(=O)N3CCC(C(=O)NCc4ccc(Cl)cc4)CC3)cc21,4,-9
Cc1ccc(C(=Cc2ccc([N+](=O)[O-])cc2)C(=O)O)cc1,-2,1
CC1(C)CN(c2ccccc2)C(=O)[C@H]1CC(=O)Nc1ccccc1,-5,4
O=[N+]([O-])c1cccc(S(=O)(=O)Nc2ccccn2)c1,3,-5
COc1ccc(C(=O)NC(C)Cc2c[nH]c3ccccc23)cc1 (centres undefined),-2,3
C[C@H](CO)N1C[C@H](C)[C@@H](CN(C)CC2CC2)OCc2cnnn2CCCC1=O,1,-6

# 13 structures out of the list, ordered by SMILES length, largest number first:
SMILES,DAGLB inhibitor,PKA-R2B act
CCCCCCN1C[C@@H](n2cc(COC(=O)c3ccccc3)nn2)[C@H](O)C[C@@H]1c1ccc(OC)cc1,-5,-10
C[C@H](CO)N1C[C@H](C)[C@@H](CN(C)Cc2ccc3c(c2)OCCN3C)OCc2cnnn2CCCC1=O,1,2
CC(=O)N1CCOc2ccc(S(=O)(=O)N3CCC(C(=O)NCc4ccc(Cl)cc4)CC3)cc21,4,-9
CCCCCCN1C[C@H](n2cc(C3CC3)nn2)[C@@H](O)C[C@@H]1c1ccc(OC)cc1,-3,-4
C[C@H](CO)N1C[C@H](C)[C@@H](CN(C)CC2CC2)OCc2cnnn2CCCC1=O,1,-6
Cc1cc(C)c(C)c(S(=O)(=O)N2CCC(C(=O)NCc3cccs3)CC2)c1C,-3,1
COc1ccc(-c2cc(C(=O)N3CCCCCC3)c3ccccc3n2)cc1OC,-4,-3
Cc1ccc(C(=Cc2ccc([N+](=O)[O-])cc2)C(=O)O)cc1,-2,1
Cc1ccnn1CCC(=O)N1CCCC(Nc2ccc(C(C)C)cc2)C1 (centres undefined),-2,-2
O=[N+]([O-])c1cccc(S(=O)(=O)Nc2ccccn2)c1,3,-5
COc1ccc(C(=O)NC(C)Cc2c[nH]c3ccccc23)cc1 (centres undefined),-2,3
Cc1ncc(C)c2c([N+](=O)[O-])cccc12,-1,-1
COC(=O)Cn1ccnc1[N+](=O)[O-],0,4

# Not all compounds are listed; rates above refer to the full screens.
